# PMI inhibition: human PMI inhibitors, high substrate, primary screen, biochemical, fluorescence intensity, high mannose 6-phosphate (AID 1220). 190,000 tested, 0.66% active. inhibition, % at 20 µM; hits with a dose series show IC50 in µM. Mannose-6-phosphate isomerase (Homo sapiens). recombinant PMI enzyme, coupled fluorescence intensity; higher % means a stronger effect
# human PMI inhibition: inhibitors of human PMI, primary screen, biochemical, fluorescence intensity, coupled assay (AID 1209); 190,000 tested, 0.42% active; purified PMI enzyme, coupled fluorescence intensity; higher % means a stronger effect; Mannose-6-phosphate isomerase (Homo sapiens); inhibition, % at 20 µM; hits with a dose series show IC50 in µM;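 note: plate controls were DMSO vehicle for no effect and wells lacking substrate for full effect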
# Salmonella PhoP GFP: inhibitors of PhoP regulon expression, primary screen, Salmonella Typhimurium, GFP reporter (AID 1863); S. Typhimurium PhoP-regulated promoter GFP reporter, 4 h; higher % means a stronger effect; one-dose inhibition, % at 50 µM; IC50 in µM for titrated hits; 300,000 tested, 0.16% active;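 active = inhibition over 29.93%, a cutoff 3 SD above the screen mean, later confirmed by dose response; inconclusive = inhibition over 29.93% but no dose response follow-up; inactive = inhibition at most 29.93% or unconfirmed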;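 note: 0% = low Mg2+ inducing control and 100% = high Mg2+ repressing control; strong numbers were not always called active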
# TNAP activation fold: human TNAP enzyme activators, primary screen, biochemical, luminescent, no phosphate acceptor, uHTS (AID 1001) | Alkaline phosphatase, tissue-nonspecific isozyme (Homo sapiens) | purified TNAP, luminescent activation assay, no phosphate acceptor; higher activation fold means a stronger effect | activation fold at 20 µM, or EC50 in µM where a hit was titrated | 200,000 tested, 0.03% active; in the data active = activation fold from about 3, or a potency from the dose series; inactive = the rest, 99 in 100 with activation fold below about 1.6; note: many of its hits are not listed in these tables
# SV40 large T antigen: SV40 large T antigen inhibitors, biochemical (AID 1903); SV40 large T antigen ATPase/helicase inhibition assay; higher % means a stronger effect; one-dose inhibition, % at 20 µM; IC50 in µM for titrated hits; 310,000 tested, 0.39% active; in the data active = a potency from the dose series; inconclusive = inhibition mostly from about 32% at the one dose, without a potency; inactive = the rest, 99 in 100 with inhibition below about 32%; note: strong numbers were not always called active
# Insulin prom up: insulin promoter activators in MIN6 cells, imaging, high-content screening, mouse beta cells. z-score at 5 µM. MIN6 insulin promoter-GFP reporter; stronger effect = higher value. 190,000 tested, 0.3% active;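 active = z-score above 3 at 5 µM with at least 500 cells counted in the well; inconclusive = wells under 500 cells, flagged as cytotoxic or low count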
# West Nile virus CPE: West Nile virus antiviral activity, cell-based, CPE readout (AID 1621); West Nile virus-infected cells, CPE inhibition; higher % means a stronger effect; CPE inhibition, % at 10 µM, or IC50 in µM where a hit was titrated; 290,000 tested, 0.02% active; in the data active = a potency from the dose series; inconclusive = CPE inhibition mostly from about 3.7% at the one dose, without a potency; inactive = the rest, 99 in 100 with CPE inhibition below about 2.2%; note: strong numbers were not always called active
# RSV CPE inhibition: RSV antiviral activity via CPE protection, HEp-2 cells, primary 10 µM value included (AID 2391) | one-dose CPE inhibition, % at 10 µM; IC50 in µM for titrated hits | 310,000 tested, 0.13% active | HEp-2 cells, RSV-induced CPE inhibition; higher % means a stronger effect; in the data active = a potency from the dose series; inconclusive = CPE inhibition mostly from about 23% at the one dose, without a potency; inactive = the rest, 99 in 100 with CPE inhibition below about 21%; note: strong numbers were not always called active
# ER stress rescue: rescue of cells from ER stress-induced death, primary screen, 384-well, CSM14.1, thapsigargin, ATP luminescence (AID 1222) | one-dose cellular ATP content (survival), % at 20 µM; EC50 in µM for titrated hits | CSM14.1 thapsigargin-induced death rescue, ATP luminescence; higher % means a stronger effect | 190,000 tested, under 10 active;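 active = EC50 below 50 µM in the dose-response confirmation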;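 note: death triggered by thapsigargin at about 15 µM added after 2 h compound pretreatment; cell ATP read after overnight thapsigargin exposure of roughly 18 to 22 hours; normalized against plate controls of thapsigargin alone and 5% DMSO vehicle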
# Insulin prom up cell count: second read-out of Insulin prom up, no call of its own (marks repeat the call); cell count; measured here: cytotoxicity, nuclei count;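 total cells summed across four imaged fields per well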
# * hit, by the source's call; ? = inconclusive; . = no result given. Cut-off read from the data, not from the text of the source, unless noted: active = inhibition above about 50%; inactive = the rest.
SMILES,PMI inhibition,human PMI inhibition,Salmonella PhoP GFP,TNAP activation fold,SV40 large T antigen,Insulin prom up,Insulin prom up cell count,West Nile virus CPE,RSV CPE inhibition,ER stress rescue
COC(=O)CCCNC(=O)CCc1nnc(-c2ccc(-c3ccccc3)cc2)o1,.,.,-3%,.,17%,.,.,-0.8%,1.5%,.
Cc1ccccc1/C=C\c1nc(O)c([N+](=O)[O-])c(=O)[nH]1,.,.,-8%,.,27%,.,.,-0.9%,2.0%,.
OC(CNCc1ccc(F)cc1)(c1ccccc1)c1ccc(F)cc1 (stereo not given),-5%,2%,7%,1.1,6%,.,.,-1.2%,0.7%,-4.0%
CC(=O)N1C(C)c2ccccc2C(C)(C)CC12CCCCC2 (stereo not given),11%,15%,3%,1,3%,-0.04,1495,-1.8%,2.4%,0.3%
N#CCC(=N)N1CCN(c2ccc(F)cc2)CC1,8%,6%,21%,1.1,0%,-1.3,1266,-0.6%,0.4%,-13%
COc1ccc(Nc2cc(C)c3c(O)cccc3n2)cc1,.,.,69µM*,.,24%,-1.1,878,-0.6%,39%,.
CC(C)CN(CC(C)C)C(=O)CN1C(=O)NC2(CCCc3ccccc32)C1=O (stereo not given),.,.,0%,.,3%,.,.,-1.2%,1.1%,.
N#C/C(=N\Nc1cccc(Cl)c1)C(=O)c1ccccc1,-5%,-1%,-1%,1,18%,0.62,1348,-0.9%,17%,-1.2%
CCOC(=O)C1(Cc2cccc(OC)c2)CCCN(C(=O)c2cc(C)oc2C)C1 (stereo not given),.,.,-5%,.,10%,.,.,1.0%,7.4%,.
CCc1sc2nc(SCC(=O)Nc3cc(C)on3)n(-c3cccc(OC)c3)c(=O)c2c1C,3%,7%,-3%,1.1,-2%,0.17,1396,0.7%,1.2%,-0.5%
COC(=O)C1=C(C)N(c2ccc(OC)c(OC)c2)C(=O)C1,-12%,-30%,-1%,1,12%,0,1134,1.0%,-0.6%,15%
CC(=O)Nc1ccc(S(=O)(=O)Nc2ccccc2C(=O)N2CCCCCC2)cc1,.,.,7%,.,3%,.,.,-0.6%,4.8%,.
COc1cc(CO)cc(Br)c1OCC(=O)O,-5%,-2%,9%,1.2,3%,-1.1,1066,0.2%,-0.1%,-1.0%
COc1cc2ccccc2cc1C(=O)N1CC(C)CC(C)C1 (stereo not given),.,.,4%,.,24%,.,.,0.1%,1.6%,.
Nc1nc2ccccc2cc1-c1cccs1,.,.,20%,.,4%,.,.,-1.3%,0.0%,.
Cn1c(=NC(=O)c2ccco2)sc2cccc(F)c21,0%,-3%,-5%,1.1,7%,1.5,956,-0.2%,0.1%,-2.0%
C/C(=N\Nc1ccc(C(F)(F)F)cc1[N+](=O)[O-])C1CC1,-29%,-17%,-4%,0.9,9%,-0.1,1361,-0.1%,3.6%,-1.1%
Cc1ccc(C)n1Cc1ccc(C(=O)O)cc1,-8%,-2%,-12%,1,53%,0.05,1227,0.0%,3.2%,-2.6%
COc1ccc2c(=O)cc(-c3ccccc3)n(C)c2c1,0%,0%,6%,1.1,10%,-0.57,983,-0.4%,3.1%,-1.9%
CCCCN(C(=N)N1CCCCC1)c1nc(C)c([N+](=O)[O-])c(=O)[nH]1,8%,5%,-3%,0.9,10%,0.26,1575,0.2%,0.8%,1.7%
COc1ccc(/C=N/NC(=O)c2cccc([N+](=O)[O-])c2)cc1OS(=O)(=O)c1ccccc1,25%,21%,3%,1.1,-4%,-0.35,1907,1.2%,16%,0.6%
Cc1c(C#N)c2ccccc2n1CC(=O)N1CCCc2ccccc21,-2%,3%,-8%,1.1,12%,-1.1,1027,0.0%,3.3%,-1.1%
O=C(NCCNc1ccc([N+](=O)[O-])cc1)c1cccs1,.,.,-5%,.,11%,.,.,-0.9%,4.6%,.
O=C(NC1CCCC1)c1ncn[nH]1,6%,-1%,3%,1,11%,-0.07,1190,0.1%,0.2%,-1.1%
CCOC(=O)c1cccc(NC(=O)COc2ccc([N+](=O)[O-])cc2)c1,-7%,-15%,7%,0.9,5%,.,.,-0.5%,?,3.0%
COc1ccc(C(=O)NCC(=O)OCC(=O)N2CCCc3ccccc32)cc1,17%,18%,-2%,1.1,1%,0.69,1521,-0.5%,2.4%,-0.5%
Cc1cc(NS(=O)(=O)c2ccc(NC(=S)NC(=O)c3cccc(S(=O)(=O)N(C)C)c3)cc2)no1,2%,7%,7%,1.1,-1%,-0.06,1234,0.8%,-0.1%,-0.9%
O=c1cnn(Cc2ccc(F)cc2)c2ccccc12,.,.,0%,.,12%,.,.,-0.6%,0.9%,.
Cn1c(=O)[nH]c(=O)c2c1nc(CN1CCN(c3ccc(F)cc3)CC1)n2CCN1CCOCC1,.,.,-9%,.,11%,1.5,1101,0.1%,1.8%,.
CCCCn1c(SCC(=O)Nc2nnc(C(C)C)s2)nc2c1c(=O)n(C)c(=O)n2C,10%,17%,-1%,1.1,15%,-0.75,1293,0.3%,0.7%,4.1%
Cc1cc(Oc2ccccc2)nc(N2CCOCC2)n1,-7%,-10%,7%,1.1,-2%,-0.9,871,-0.1%,1.6%,-1.3%
CCOCCCn1c(SCC(=O)N2CCOCC2)nc2ccccc2c1=O,.,.,5%,.,22%,.,.,-0.8%,0.8%,.
CC(=O)c1ccc(N2CCN(C(=O)Nc3cccc(F)c3)CC2)cc1,3%,4%,-5%,1.1,6%,-0.07,1479,-0.9%,0.2%,-1.8%
CCCn1c(SCC(=O)N2CCCCC2)nc2c1c(=O)n(C)c(=O)n2C,.,.,-1%,.,-1%,.,.,-0.8%,0.3%,.
Cc1cc(=O)oc(C)c1C(=O)NCC(C)C,21%,13%,24%,1,11%,0.15,1220,0.5%,0.7%,-1.6%
Cc1ccc(C)c(-c2csc(N)c2C(=O)OC(C)C)c1,24%,29%,8%,1.2,14%,-0.47,951,0.2%,13%,0.3%
CCOc1cc(CO)cc(Br)c1OCC(=O)Nc1ccccc1C,-13%,-5%,-1%,1.1,2%,-0.21,1613,0.2%,4.5%,-0.6%
CCCCCCCN1C/C=C\C(c2ccc(OC)cc2)N(Cc2ccc(F)cc2)C(=O)[C@H]1Cc1ccccc1 (stereo not given in full),.,.,-3%,.,10%,.,.,-0.5%,0.3%,.
O=C(NCc1ccc2c(c1)OCO2)C12CC3CC(CC(C3)C1)C2,-7%,-1%,-3%,1.1,1%,0.14,864,0.5%,-0.2%,-2.1%
Cc1c([N+](=O)[O-])cc(C(=O)Nc2ccc(NC(=O)c3ccco3)cc2)cc1[N+](=O)[O-],.,.,-3%,.,9%,.,.,0.8%,4.8%,.
O=C(NCc1ccccc1)C1=C[C@@H](c2ccc3c(c2)OCO3)C[C@@H](OCCCCO)O1,.,.,2%,.,13%,.,.,-0.6%,3.6%,.
COC(=O)c1[nH]c2ccccc2c1NC(=O)c1ccccc1F,.,.,-7%,.,19%,-0.34,1019,0.0%,.,.
Cc1cccc(/C=N/NC(=O)NC23CC4CC(CC(C4)C2)C3)n1,.,.,4%,.,9%,0.15,998,1.7%,8.2%,.
CCOc1ccc(N(CC(=O)NC2CCC(C)CC2)S(=O)(=O)c2c(C)noc2C)cc1 (stereo not given),.,.,4%,.,17%,.,.,-0.1%,-1.8%,.
COc1cc(CN2CCN(Cc3ccc(SC)cc3)CC2)cc(OC)c1O,62%*,37%,-3%,1.1,28%,-0.54,1474,0.8%,-0.2%,0.2%
c1ccc(N=C(c2cccs2)N2CCOCC2)cc1,6%,-1%,-2%,1.1,1%,.,.,0.3%,1.2%,-5.7%
Cc1ccc(S(=O)(=O)NCCc2c[nH]c3ccccc23)cc1,.,.,4%,.,2%,.,.,-0.2%,0.1%,.
Cc1[nH]nc(N)c1N=Nc1ccc(Br)cc1,6%,7%,0%,1.6,5%,0.32,1492,0.5%,2.7%,-2.0%
COc1cc(/C=N/NS(=O)(=O)c2ccc3ccccc3c2)ccc1OCc1ccc(C(=O)O)cc1,.,.,-7%,.,22%,0.38,1372,1.3%,0.7%,.
Cc1ccc(S(=O)(=O)N/N=C2/CC(=O)CC(C)(C)C2)cc1[N+](=O)[O-],.,.,-5%,.,16%,0.25,1043,0.6%,6.4%,.
Cc1c(C(=O)N2CCCCC2)c(S(=O)(=O)NCc2ccccc2Cl)c(C)n1C,.,.,0%,.,4%,.,.,0.1%,0.7%,.
COCCCNC(=O)CSc1nc2ccccc2c(=O)n1CCCN1CCCCC1,.,.,5%,.,9%,.,.,-0.7%,0.5%,.
CN1C(=O)N(C)C2(c3ccccc3)Nn3c(s/c(=C/c4ccccc4F)c3=O)=NC12c1ccccc1 (stereo not given),-12%,-11%,15%,1.1,17%,.,.,.,1.3%,1.4%
CC(=O)Nc1cccc(C(=O)NC2CCCc3c2cnn3-c2ccc(C(C)(C)C)cc2)c1 (stereo not given),.,.,1%,.,4%,.,.,0.2%,-3.5%,.
CC(=O)c1ccc(S(=O)(=O)Nc2cccc(-c3cn4c(n3)SCC4)c2)cc1,2%,5%,2%,1.1,-1%,1.1,1229,-0.1%,7.8%,-10%
COc1ccc(CNC(=O)Nc2cc(C)cc(C)c2)cc1,.,.,-9%,.,11%,0.78,1059,0.0%,0.3%,.
Cc1cc(Br)ccc1OCCOCCN1CCCC1,.,.,2%,.,9%,.,.,-1.6%,-0.9%,.
O=C(Nc1ccc(Br)cc1)c1cnccn1,8%,3%,3%,1.1,3%,0.3,1345,-0.5%,1.6%,2.3%
S=c1[nH]nc(-c2ccco2)n1/N=C/c1ccccc1,.,.,-7%,.,38%,-0.16,1074,-0.1%,0.9%,.
COC(=O)c1c(C)c[nH]c1C,-13%,-21%,4%,1.3,5%,0.3,1288,.,-0.2%,2.0%

# The listing continues.
SMILES,PMI inhibition,human PMI inhibition,Salmonella PhoP GFP,TNAP activation fold,SV40 large T antigen,Insulin prom up,Insulin prom up cell count,West Nile virus CPE,RSV CPE inhibition,ER stress rescue
Cc1ccc(N/N=C/c2cccnc2)cc1,-85%,-47%,-7%,1,12%,.,.,-1.8%,-0.7%,-3.6%
CCc1ccc(NC(=S)Nc2cc(OC)c(NC(=O)C(C)C)cc2OC)cc1,39%,12%,1%,1,34%,-0.58,1504,0.1%,1.1%,7.2%
CC(C)(C)c1ccc(/C=N/NC(=O)Cc2c[nH]c3ccccc23)cc1,16%,23%,9%,1,-1%,0.15,889,0.5%,-1.8%,-0.3%
O=S(=O)(NCC(Nc1ccc(Cl)cc1)c1ccccc1)c1ccc(Cl)cc1 (stereo not given),6%,9%,1%,1,2%,0.61,1279,-1.1%,0.3%,8.5%
O=C(O)CNC(=O)c1ccc(NS(=O)(=O)c2ccc3ccccc3c2)cc1,.,.,-3%,.,10%,.,.,1.2%,3.2%,.
